Siah-1 displacement: Siah-1 peptide-binding antagonists, primary screen, biochemical, fluorescence polarization, rhodamine-plectin, uHTS (AID 1817) | Siah-1 / rhodamine-plectin peptide fluorescence polarization; higher % means a stronger effect | one-dose displacement, % at 20 µM; IC50 in µM for titrated hits | actives 0.02% (n = 290,000);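 active means displacement of at least 50% at 20 µM, with a fluorescence ratio check between 0.3 and a set limit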;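 further: plate controls were Siah plus tracer with DMSO for no effect and tracer alone without Siah for full effect; strong numbers were not always called active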
XIAP displacement: XIAP antagonists, biochemical, IAP family, fluorescence polarization (AID 1018); XIAP BIR domain, fluorescence polarization peptide displacement; higher % means a stronger effect; displacement, % at 20 µM, or IC50 in µM where a hit was titrated; actives 0.007% (n = 200,000); in the data active means displacement above about 50%; further: a part of the inactive calls stands beside numbers as strong as those of hits
PMI inhibition: human PMI inhibitors, high substrate, primary screen, biochemical, fluorescence intensity, high mannose 6-phosphate (AID 1220) | recombinant PMI enzyme, coupled fluorescence intensity; higher % means a stronger effect | inhibition, % at 20 µM, or IC50 in µM where a hit was titrated | actives 0.66% (n = 190,000); in the data active means inhibition above about 50%
West Nile virus CPE: West Nile virus antiviral activity, cell-based, CPE readout (AID 1621). CPE inhibition, % at 10 µM, or IC50 in µM where a hit was titrated. actives 0.02% (n = 290,000). West Nile virus-infected cells, CPE inhibition; higher % means a stronger effect; in the data active means a potency from the dose series; inconclusive means CPE inhibition mostly from about 3.7% at the one dose, without a potency; inactive means the rest, 99 in 100 with CPE inhibition below about 2.2%; further: strong numbers were not always called active
PhoP inhibition: inhibitors of PhoP regulon expression, primary screen, Salmonella Typhimurium, GFP reporter (AID 1863). inhibition, % at 50 µM, or IC50 in µM where a hit was titrated. S. Typhimurium PhoP-regulated promoter GFP reporter, 4 h; higher % means a stronger effect. actives 0.16% (n = 300,000);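 active means inhibition over 29.93%, a cutoff 3 SD above the screen mean, later confirmed by dose response; inconclusive means inhibition over 29.93% but no dose response follow-up; inactive means inhibition at most 29.93% or unconfirmed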;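 further: 0% = low Mg2+ inducing control and 100% = high Mg2+ repressing control; strong numbers were not always called active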
ER stress rescue: protection against thapsigargin-triggered cell killing – 384-well, CSM14.1, ATP luminescence, primary screen (AID 1222); CSM14.1 thapsigargin-induced death rescue, ATP luminescence; higher % means a stronger effect; cellular ATP content (survival), % at 20 µM; hits with a dose series show EC50 in µM; 190,000 tested, under 10 active;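 active means EC50 below 50 µM in the dose-response confirmation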;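 further: death triggered by thapsigargin at about 15 µM added after 2 h compound pretreatment; cell ATP read after overnight thapsigargin exposure of roughly 18 to 22 hours; normalized against plate controls of thapsigargin alone and 5% DMSO vehicle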
M17LAP inhibition: P. falciparum M17LAP inhibitors, primary screen, biochemical, fluorogenic H-Leu-NHMec substrate, 1536-well (AID 1619) | recombinant M17LAP, H-Leu-NHMec fluorogenic kinetic assay; higher % means a stronger effect | inhibition, % at 30 µM; hits with a dose series show IC50 in µM | actives 0.38% (n = 220,000);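 active means compound inhibiting the enzyme by more than half at any dose during confirmatory dose-response retesting; inconclusive means strong single-dose inhibitors picked by rank but not retested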;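 further: plate controls were full reaction with DMSO carrier for no effect and no enzyme background for full effect; strong numbers were not always called active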
Yfh1-depleted yeast: enhancers of respiration in Yfh1-depleted yeast, dose response, Friedreich's ataxia, plus single-dose screen (AID 1465); S. cerevisiae Yfh1-off respiration, WST-1 reduction, 72 h; higher fold induction means a stronger effect; one-dose fold induction at 50 µM; EC50 in µM for titrated hits; actives 0.074% (n = 220,000);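 active means fold induction of absorbance versus untreated yeast above a set limit, then at least 30% activation at any dose in follow-up; inconclusive means repeats straddling the limit, or above it without dose testing; inactive means fold induction below the set limit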;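 further: activators that raise dye reduction in frataxin-depleted yeast; strong numbers were not always called active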
P. falciparum M1AAP: malaria alanyl aminopeptidase activity blockers – biochemical, fluorogenic H-Leu-NHMec substrate, 1536-well (AID 1445). recombinant M1AAP, H-Leu-NHMec fluorogenic kinetic assay; higher % means a stronger effect. actives 0.42% (n = 220,000). inhibition, % at 30 µM; hits with a dose series show IC50 in µM;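 active means primary inhibition above the hit cutoff, then over 50% inhibition at one or more dose response concentrations, cut at about 23% in these data, passing the limit was not always enough; inconclusive means conflicting primary data, or primary hits not chosen for dose response; inactive means low primary inhibition, or under 50% at every dose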;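 further: plate controls were DMSO full reaction for no effect and no enzyme background for full effect; strong numbers were not always called active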
Numbers without * were called inactive; i = inactive; u = inconclusive; x = no result given. An unsorted share of the library; any-hit rate near 1.6%.

SMILES	Siah-1 displacement	XIAP displacement	PMI inhibition	West Nile virus CPE	PhoP inhibition	ER stress rescue	M17LAP inhibition	Yfh1-depleted yeast	P. falciparum M1AAP
CCCC(C)NC(=O)c1ccc(F)cc1 (stereo unspecified)	-6.8%	-8.6%	-1.3%	-0.2%	18.1%	x	11.6%	i	-3.0%
CN(C)c1ncnc2c1ncn2C1OC(CO)C(O)C1O (stereo unspecified)	-1.7%	-4.8%	10.8%	1.4%	3.3%	-4.0%	-1.4%	i	11.1%
CCCCn1c(CNC(=O)c2cccs2)nc2ccccc21	3.7%	-14.9%	-8.2%	-0.5%	6.3%	1.0%	11.6%	i	9.1%
C/C(=N\NC(=S)NC(C)C)c1ccc2c(c1)OCCO2	6.8%	-1.8%	-5.2%	-1.0%	8.2%	-1.9%	16.8%	i	1.7%
CCOC(=O)c1c(C)n(C)c2cc(Br)c(C(=O)OC)cc12	1.9%	-7.2%	24.4%	0.0%	1.9%	-1.2%	-2.6%	i	5.0%
O=C1CCCCN1CCc1c[nH]c2ccccc12	1.8%	2.8%	0.6%	0.3%	8.9%	-1.0%	15.4%	i	-0.8%
COc1ccc(C2c3c(ccc4ccccc34)Oc3ncn4nc(-c5ccco5)nc4c32)cc1 (stereo unspecified)	8.2%	-2.8%	-5.0%	0.1%	2.4%	5.5%	-0.5%	i	9.1%
COc1ccc(C(=O)NC(NC(=O)c2ccc(OC)cc2)c2ccccc2F)cc1	1.8%	0.7%	-0.9%	0.4%	0.8%	-0.5%	-4.2%	i	-3.8%
CN1CCN(CCc2nc3cc(NC(=O)c4ccco4)ccc3n2C)CC1	1.3%	x	x	0.2%	0.5%	x	8.0%	i	0.3%
Cc1ccc(NC(=S)N2CCOCC2)c(C)c1	-3.2%	-12.3%	16.3%	0.1%	-0.7%	-1.0%	-8.7%	i	-2.2%
Cc1ccc(NC(=O)/C(=C/c2cccc([N+](=O)[O-])c2)NC(=O)C2CCCCC2)cc1	-1.0%	-4.7%	5.4%	u	-3.7%	-0.5%	5.7%	i	1.4%
CCOC(=O)c1cc(-c2ccco2)nc2c1c(C)nn2-c1ccccc1	4.5%	-2.9%	-2.1%	u	-9.4%	-2.7%	17.4%	i	9.2%
NC(=O)c1cn(-c2ccccc2)nc1-c1cccnc1	2.2%	-4.3%	15.2%	-0.4%	12.9%	x	-8.2%	i	-1.2%
COc1ccc(CCNCC(O)COc2cccc(Br)c2)cc1OC (stereo unspecified)	14.8%	x	x	0.1%	2.5%	x	-3.9%	i	0.5%
Cc1cc(C(=O)N/N=C/c2cccn2C)no1	1.8%	-2.9%	8.6%	0.2%	7.2%	3.6%	35.9%	i	11.5%
Cc1ccc(CC(=O)NCCCn2ccnc2)cc1	6.6%	-3.0%	0.8%	0.6%	-9.0%	-0.5%	9.6%	i	5.4%
O=C(C1CCCN(Cc2ccncc2)C1)N1CCc2ccccc2C1 (stereo unspecified)	6.7%	-9.5%	18.5%	-0.4%	-4.8%	0.2%	5.2%	i	2.4%
Cc1cc(C(=O)NNC(=O)Nc2cccc(C(F)(F)F)c2)no1	0.3%	-3.0%	-2.8%	0.5%	-8.9%	-0.5%	0.2%	i	1.6%
COc1ccc(OC)c(NC(=O)CCCN2C(=O)C3C4C=CC(C4)C3C2=O)c1 (stereo unspecified)	0.9%	0.1%	3.0%	-0.1%	0.9%	-1.8%	5.7%	i	10.3%
CCC(=O)N/N=C(\C)CC(=O)Nc1ccc(Cl)cc1	-5.1%	-6.2%	-8.7%	-0.7%	1.5%	-2.1%	10.4%	i	5.2%
CCC1=NN(C(=O)CCc2ccccc2)C(O)(C(F)(F)F)C1 (stereo unspecified)	0.6%	-0.6%	10.1%	0.4%	7.4%	-5.2%	10.1%	i	3.4%
CC(=O)C1=C(C)NC(=O)CC1c1ccc(Br)cc1 (stereo unspecified)	1.3%	4.1%	-0.8%	-0.3%	-2.4%	x	3.3%	i	10.4%
O=C(NCc1cccnc1)c1noc2c1CCCC2	-3.0%	-7.2%	-1.5%	0.1%	-2.1%	-1.6%	-14.8%	i	7.0%
COc1cc(/C=N/NC(=O)COc2ccccc2C)ccc1OC(=O)c1cccs1	4.3%	-3.5%	12.7%	0.4%	5.7%	-3.1%	-5.4%	i	3.5%
Cc1cccc(NC(=O)c2cc(Cl)nc3ccccc23)c1	2.2%	-5.3%	0.9%	x	-3.5%	-0.5%	-2.8%	x	10.2%

4 compounds from above, showing only West Nile virus CPE:
SMILES | West Nile virus CPE
COc1ccc(OC)c(NC(=O)CCCN2C(=O)C3C4C=CC(C4)C3C2=O)c1 (stereo unspecified) | -0.1%
CCC(=O)N/N=C(\C)CC(=O)Nc1ccc(Cl)cc1 | -0.7%
CCC1=NN(C(=O)CCc2ccccc2)C(O)(C(F)(F)F)C1 (stereo unspecified) | 0.4%
CC(=O)C1=C(C)NC(=O)CC1c1ccc(Br)cc1 (stereo unspecified) | -0.3%

Next section.
SMILES	Siah-1 displacement	XIAP displacement	PMI inhibition	West Nile virus CPE	PhoP inhibition	ER stress rescue	M17LAP inhibition	Yfh1-depleted yeast	P. falciparum M1AAP
CC(C)NS(=O)(=O)c1ccc(OCC(=O)Nc2cccc(F)c2)cc1	3.7%	-3.5%	6.0%	0.5%	-4.5%	0.3%	-0.6%	i	3.0%
Cc1nc2cc(S(=O)(=O)C(F)(F)F)ccc2s1	-1.4%	-2.5%	4.2%	0.6%	4.0%	-0.6%	6.5%	i	-6.5%
COc1ccc(C(=O)NNC(=O)CSc2nnc(C)n2C)cc1	-0.8%	14.8%	3.9%	0.2%	0.3%	-0.6%	16.0%	i	1.0%
Nc1cccc(-c2ccc(CO)o2)c1	-2.3%	-4.3%	4.2%	0.2%	2.8%	-0.8%	1.6%	i	0.5%
S=C(NC1CCCC1)N1CCN(c2ncccn2)CC1	1.3%	-8.3%	7.7%	-0.1%	8.8%	-1.8%	-2.1%	i	0.5%
Cc1ccc(OCC(=O)Nc2ccc(S(=O)(=O)N3CCN(C)CC3)cc2)cc1	-4.8%	-3.3%	-4.7%	-0.7%	9.8%	-2.1%	-6.4%	i	-1.4%
Cc1nc(CN2CCN(C(=O)CCc3nnc(Cc4c[nH]c5ccccc45)o3)CC2)cs1	1.7%	-3.8%	-9.4%	0.4%	10.6%	-0.5%	17.2%	i	0.3%
O=C(O)CNC(=O)/C(=C/c1ccco1)NC(=O)/C=C/c1ccccc1	-2.9%	-5.2%	-37.7%	-0.1%	-13.3%	-4.9%	11.6%	i	6.0%
Cc1ccsc1/C=N\NC(=O)c1n[nH]c2c1CCC2	-1.9%	-1.9%	-7.9%	-0.6%	-2.9%	-5.0%	3.7%	i	11.6%
C=CCc1cccc(/C=N/NC(=O)CCC(=O)Nc2ccc(C)cc2)c1O	6.0%	-1.3%	-25.3%	-1.6%	10.0%	1.9%	3.3%	i	2.7%
O=C(O)C1CSC(CCc2ccccc2)N1 (stereo unspecified)	4.2%	-5.5%	1.3%	0.3%	-0.7%	-1.7%	26.3%	i	3.1%
O=C(Nc1nc2ccc(Oc3ccccc3)cc2s1)c1cc([N+](=O)[O-])ccc1N1CCOCC1	-4.3%	-4.5%	12.3%	-0.5%	9.0%	-3.0%	-4.2%	i	4.5%
COc1ccc(-c2noc(CCC(=O)NCCCN3CCN(c4ccccc4F)CC3)n2)cc1	-2.9%	-4.1%	0.5%	-2.2%	-0.1%	-1.0%	1.1%	i	-0.6%
O=C(NC(=S)Nc1ccc(N2CCOCC2)cc1)c1ccc(Cl)cc1	-3.3%	-7.5%	-4.1%	-1.0%	-8.1%	1.1%	12.0%	i	1.8%
Cc1nc2cc3c(cc2c(C)c1C(=O)OC(C)C)OCO3	0.1%	-4.6%	-7.5%	-0.7%	2.2%	2.4%	9.3%	i	1.5%
CCOC(=O)CNC(=O)Nc1ccccc1C(=O)OC	3.1%	-6.7%	-7.2%	0.3%	-0.1%	-1.5%	-8.6%	i	3.5%
O=C(Cn1cncc1-c1ccc([N+](=O)[O-])cc1)Nc1ccccc1F	-3.0%	-44.2%	5.5%	0.4%	0.5%	-1.2%	11.4%	i	5.8%
COCCCNc1nc2nonc2nc1N1CCN2CCCC2C1 (stereo unspecified)	-1.4%	x	x	-0.1%	-5.7%	x	2.0%	i	8.2%
CN(CC(=O)Nc1ccc(S(=O)(=O)N2CCCC2)cc1)Cc1cccc(Cl)c1Cl	-4.4%	-1.4%	2.3%	-0.6%	24.9%	-4.9%	7.0%	i	-10.2%
CCCSc1ccc(C(=O)Nc2ccc(Cl)cc2)cn1	-5.8%	-0.5%	-2.9%	0.9%	3.7%	-2.1%	-6.5%	i	-0.8%
O=C(Nc1ccc(F)cc1)N(Cc1ccco1)Cc1cc2cc3c(cc2[nH]c1=O)OCO3	3.6%	-2.4%	11.2%	0.4%	-2.1%	-3.5%	5.5%	i	15.5%
Cc1cc(C)n(-c2ccc(OCC(=O)O)nn2)n1	-7.5%	-2.6%	-8.3%	0.2%	-5.5%	-1.2%	11.3%	i	15.4%
COc1ccc(NC(=O)CN2CC(c3ccccc3)CC2=O)cc1OC (stereo unspecified)	3.1%	-3.2%	-1.0%	-0.6%	-2.2%	1.3%	-2.2%	i	-0.3%

Looked up one by one from the list above:
SMILES	Siah-1 displacement	XIAP displacement	PMI inhibition	West Nile virus CPE	PhoP inhibition	ER stress rescue	M17LAP inhibition	Yfh1-depleted yeast	P. falciparum M1AAP
Cc1nc(CN2CCN(C(=O)CCc3nnc(Cc4c[nH]c5ccccc45)o3)CC2)cs1	1.7%	-3.8%	-9.4%	0.4%	10.6%	-0.5%	17.2%	i	0.3%
O=C(Nc1nc2ccc(Oc3ccccc3)cc2s1)c1cc([N+](=O)[O-])ccc1N1CCOCC1	-4.3%	-4.5%	12.3%	-0.5%	9.0%	-3.0%	-4.2%	i	4.5%
C=CCc1cccc(/C=N/NC(=O)CCC(=O)Nc2ccc(C)cc2)c1O	6.0%	-1.3%	-25.3%	-1.6%	10.0%	1.9%	3.3%	i	2.7%
S=C(NC1CCCC1)N1CCN(c2ncccn2)CC1	1.3%	-8.3%	7.7%	-0.1%	8.8%	-1.8%	-2.1%	i	0.5%

Assay outcomes as filed in PubChem.
